# Screens as filed in PubChem.
# Polio RdRp inh: inhibitors of poliovirus RNA polymerase binding and polymerization. P03300. poliovirus polymerase elongation, fluorescence polarization; hits give low values. % elongation, % (compound at 16.7 µg/mL). actives 0.66% (n = 150,000); in the data active means % elongation below about 90%; further: some results filed as inactive read as strong as hits
# Target sequence (P03300 1749-2209 limits assumed): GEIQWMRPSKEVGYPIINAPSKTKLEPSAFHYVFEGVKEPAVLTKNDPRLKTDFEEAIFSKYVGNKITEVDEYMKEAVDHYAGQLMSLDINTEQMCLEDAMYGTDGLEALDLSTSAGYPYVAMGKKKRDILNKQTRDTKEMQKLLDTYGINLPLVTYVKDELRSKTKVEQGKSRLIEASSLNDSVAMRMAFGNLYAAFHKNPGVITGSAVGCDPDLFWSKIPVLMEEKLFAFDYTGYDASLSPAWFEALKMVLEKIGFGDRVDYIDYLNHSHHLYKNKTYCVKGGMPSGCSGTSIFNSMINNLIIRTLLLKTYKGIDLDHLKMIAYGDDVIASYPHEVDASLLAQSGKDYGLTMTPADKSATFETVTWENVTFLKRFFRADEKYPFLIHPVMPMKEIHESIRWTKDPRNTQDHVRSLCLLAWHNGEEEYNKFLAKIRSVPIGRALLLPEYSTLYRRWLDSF
# Polio RdRp inh FP z-score: also measured in Polio RdRp inh; calls as there; z-score; measured here: FP z-score; hits read low
# * hit, by the source's call; & = joins results of further samples.
# Every second line gives: Polio RdRp inh, Polio RdRp inh FP z-score
> Cc1ccc(-n2c(N)cc(=O)[nH]c2=O)cc1
  100, -0.7
> CCOc1ccccc1CNC(=O)CN1C(=O)CSc2ccc(S(=O)(=O)N3CCOCC3)cc21
  106, -1
> C(=NCC1CCCO1)c1cccnc1 (stereo not given)
  102, 0.1
> O=C(COc1cccc(F)c1)OCC(=O)c1cccc(Cl)c1
  103, 0.6
> Nc1nncn1C(=O)c1ccccc1F
  103, -0.1
> Cc1ccc(S(=O)(=O)CNC=O)cc1
  99, -0.9
> O=C(CSc1ccccc1)NCC1CCCO1 (stereo not given)
  109, 1.1
> COC(=O)c1ccc(COC(=O)c2cccc(S(=O)(=O)N3CCc4ccccc43)c2)o1
  108, 0.6
> Cc1ccc(CNC(=O)c2cn(C)c3ccc(S(=O)(=O)N4CCC(C)CC4)cc3c2=O)cc1
  103, -0.2
> CCN(CC)CCOc1ccc(/C(=C(/Cl)c2ccccc2)c2ccccc2)cc1
  102, 0.3
> Cc1nn2c(=O)cc(COC(=O)c3ccccc3NC(=O)c3ccccc3C)nc2s1
  105, -0.2
> CCCCOc1ccc(CNC(=O)c2cnc3sc(N4CCOCC4)nn3c2=O)cc1
  112, 0.5
> O=C1c2ccccc2C(=O)N1CC#CCN1CCN(CC#CCN2C(=O)c3ccccc3C2=O)CC1
  100, -0.1
> CCOC(=O)C[n+]1ccccc1C
  101, -0.1
> COc1ccccc1-n1cnnc1SC(C)C(=O)NCCC1=CCCCC1 (stereo not given)
  102, 0
> CCOc1ccc(NC(=O)N2CCC(c3ccc(C)cc3)C2)cc1 (stereo not given)
  99, -1.1
> COc1cccc(CNC(=O)C2CCN(Cc3cc4ccccc4n3Cc3ccccc3)CC2)c1OC
  114, 1.7
> N#Cc1cc(C(=O)c2ccccc2O)cn2c(=O)c3ccccc3nc12
  44, -9.1
> CCOc1ccccc1NC(=O)c1sc(-n2nc(C)c(CCC(C)C)c2C)nc1C
  101, -0.2
> COc1ccc2[nH]cc(CCN3C(=O)c4ccccc4C3=O)c2c1
  101, -0.1
> CC(C)(C)c1csc(Cc2ccc(-c3csnn3)cc2)n1
  104, 0.2
> O=C1c2ccccc2C(O)(Cc2ccccc2)N1C1CCCCC1 (stereo not given)
  103, 1.3
> CC(=O)N1c2ccc(S(=O)(=O)N3CCCCC3)cc2CC1C (stereo not given)
  104, 0.8
> CCOC(=O)C1(C)NC(c2ccc(F)cc2)C2C(=O)N(CC)C(=O)C21 (stereo not given)
  103, 0.6
> CCC1CCCCN1C(=O)CSc1nnc(-c2cccnc2)n1-c1ccc(OC)cc1 (stereo not given)
  105, 1.2
> Cc1ccc(C)c(NC(=O)CSc2nc3nccnc3c(=O)n2CCc2c[nH]c3ccccc23)c1
  108, 0.2
> CC(=O)NS(=O)(=O)c1ccc(NC(=O)C(C)NS(=O)(=O)/C=C/c2ccccc2)cc1 (stereo not given)
  99, -0.2
> CC(Sc1nc2sc3c(c2c(=O)n1Cc1ccco1)CCC3)c1nc2ccccc2c(=O)[nH]1 (stereo not given)
  108, 0.7
> CCn1cnc2cc(NCc3ccc(N(C)C)cc3)ccc21
  106, 0.4
> CN(C)C(=O)CSc1nc2cc(S(=O)(=O)N3CCOCC3)ccc2o1
  81*, -2.2*
> COc1ccc(CNC(=O)C2CCCN(C(=O)N3CCOc4ccccc43)C2)cc1 (stereo not given)
  100, -1.2
> Cc1ccc(NC(=O)CC(=O)O)cc1
  105, 0.7
> Cc1cccc(-c2noc(-c3cc(C(C)C)[nH]n3)n2)c1
  114, 1.7
> O=C1CC(Sc2ccc(Cl)cc2)C(=O)N1c1ccc(Br)cc1 (stereo not given)
  107, 0.6
> Cn1c(=O)c2c(SCCN3CCCC3)nc(C3CCCC3)nc2n(C)c1=O
  103, 0.4
> CC(CCc1ccccc1)NC(=O)COc1ncnc2ccccc12 (stereo not given)
  103, 1.1
> Cc1cccc(OCCSc2nc(-c3cccs3)nc3cc(=O)[nH]n23)c1
  103, -0.7
> Cc1nn(C(C)C(=O)N2CCN(c3ccc(Cl)cc3)CC2)c(=O)c2cc3occc3n12 (stereo not given)
  102, -0.7
> O=C(CNc1ccc(Cl)cc1)NCC1CCCO1 (stereo not given)
  103, 0.5
> Cc1ccc(-c2nnc(SCc3ccccc3F)o2)cc1
  102, 0

# The final five entries of the part above come first, to join the parts.
# Every second line gives: Polio RdRp inh, Polio RdRp inh FP z-score
> CC(CCc1ccccc1)NC(=O)COc1ncnc2ccccc12 (stereo not given)
  103, 1.1
> Cc1cccc(OCCSc2nc(-c3cccs3)nc3cc(=O)[nH]n23)c1
  103, -0.7
> Cc1nn(C(C)C(=O)N2CCN(c3ccc(Cl)cc3)CC2)c(=O)c2cc3occc3n12 (stereo not given)
  102, -0.7
> O=C(CNc1ccc(Cl)cc1)NCC1CCCO1 (stereo not given)
  103, 0.5
> Cc1ccc(-c2nnc(SCc3ccccc3F)o2)cc1
  102, 0
> CCCNC(=O)c1cc(=O)n(Cc2ccc(Cl)cc2)c2ccccc12
  103, 0.6
> CCC(=O)N1CCc2cc(S(=O)(=O)NC(C(=O)Nc3cc(OC)cc(OC)c3)C(C)C)ccc21 (stereo not given)
  100, -0.5
> NNc1nc2sc3c(c2c(=O)[nH]1)CCCC3
  102, -0.1
> CC(C)(C)N1NC2(CCCCC2)NC1=S
  101, -0.1
> Cc1cccc(COc2ccc(-c3cc(C(F)(F)F)n4nc(C)cc4n3)cc2)c1
  107, 0.7
> Cc1ccc(S(=O)(=O)n2c(CN3CCCC(C)C3)nc3ccccc32)cc1 (stereo not given)
  102, -0.1
> CCCNS(=O)(=O)c1cc2c3c(c1)c(C)cc(=O)n3CCC2
  100, -0.8
> C=CCn1c(=O)c2ccccc2n2c(SCC(=O)c3ccc[nH]3)nnc12
  103, 0.1
> Cc1cc(CSc2nnc(-c3ccccc3)c3ccccc23)no1
  104, 0.6
> Cc1cccc(NC(=O)CSc2cn(CC(=O)N3CCC(C)CC3)c3ccccc23)c1C
  122, 0.7
> Cc1cccc(C)c1-n1c(-c2cccc(S(=O)(=O)N(C)C)c2)nn(CN2CCOCC2)c1=S
  105, 0.3
> Cc1ccccc1-c1nc(C2CCCCC2)no1
  102, 0.1
> CN(C)CCNC(=O)Cn1ccc2cc(S(=O)(=O)N3CCCCCC3)ccc21
  102, -1.2
> O=C(Nc1ccc(Cl)c(Cl)c1)N(Cc1ccccc1)Cc1ccccc1
  100, -0.1
> COc1ccc(N2CCN(C(=O)CCn3c(=O)[nH]c4cc(OC)c(OC)cc4c3=O)CC2)cc1
  105, -0.1
> O=C(/C=C/c1cccs1)Nc1ccc(Nc2ccccc2)cc1
  102, 0.4
> Cc1c(N/C=C/C(=O)c2cccs2)c(=O)n(-c2ccccc2)n1C
  98, -0.3
> O=S(=O)(NCCc1ccccn1)c1cc(Cl)cc(Cl)c1O
  97, -0.8
> COc1ccc(Cl)cc1NC(=O)N1CCC(CN2CCc3ccccc3C2)CC1
  107, -0.4
> Cn1c(CN2CCCCC2)nc2cc(NC(=O)c3ccc(Cl)cc3)ccc21
  101, -0.3
> Cc1ccc(N2CCN(C(=O)c3nn(C)c4c3CS(=O)(=O)c3ccccc3-4)CC2)c(C)c1
  103, -0.6
> Cc1ccc(NC(=O)Cn2cnc3sc(C)c(S(=O)(=O)N4CCN(c5ncccn5)CC4)c3c2=O)cc1F
  107, 0.6
> CCCOc1ccc(C(=O)CCC(=O)O)cc1OCCC
  102, -0.1
> CC1(C)CC(NCc2cccs2)CC(C)(C)N1
  102, -0.2
> CCCNC(=O)CC1C(=O)N(Cc2ccccc2)C(C)c2nc3ccccc3n21 (stereo not given)
  101, 0.1
> CCN(CC)C(=O)Cn1cnc2ccccc2c1=O
  103, 0.6
> CCC(=O)Nc1sc2c(c1C(=O)Nc1cccc(C)c1)CCCC2
  106, 0.2
> CC(C)(C)C1(C)OC(=O)C(=Cc2ccccc2Cl)C(=O)O1 (stereo not given)
  95, -1.2
> COC(=O)Oc1c(Br)c(=O)oc2ccccc12
  98, -0.6
> CC(=O)NCCOc1cccc2ccccc12
  103, 1.2
> CSc1sc(C(=O)O)c2c1S(=O)(=O)N(C)c1ccccc1-2
  101, -0.9
> N#C/C(=C1\CCCN1)c1nc(-c2ccccc2)cs1
  102, 0.1
> Fc1ccc(-c2noc3ncnc(NCCCN4CCN(c5ccccc5)CC4)c23)cc1
  108, 0.3
> COc1cc(NC(=O)CN2C(=O)C(c3ccc(C)cc3)=NC23CCCCC3)cc(OC)c1
  110, 0.6
> C=CCNc1nc(N(c2ccccc2)c2ccccc2)nc(-n2ccnc2)n1
  104, 0.1
> CC(C)CC(=O)Nc1ccc(S(=O)(=O)Nc2cc3c(cc2N2CCOCC2)n(C)c(=O)c(=O)n3C)cc1
  106, 0
> CC(C)CC(=O)NCC(c1ccc2c(c1)OCO2)N1CCN(c2ccccc2)CC1 (stereo not given)
  110, 0.7
> CCCc1nc2sc3c(c2c(=O)n1N)CCCC3
  100, -1
> Cc1ccc2nc(NC(=O)CSc3cc(C)[nH]c(=O)n3)sc2c1
  115, 2
> N#CC1=C(SCc2ccccc2)SC(c2ccccc2O)NC1=O (stereo not given)
  102, 0.1
> O=C(NCCOc1ccccc1)C1CCCCC1
  101, -0.2
> O=C(NCCS(=O)(=O)N1CCN(c2ccccc2F)CC1)c1cc(=O)c2ccccc2o1
  101, -1.4
> Cc1cccnc1NC1=NCC(C)S1 (stereo not given)
  101, 0.3
> COc1ccc(C(=O)N2CCC(c3nc(-c4ccc(S(=O)(=O)N5CCCC5)cc4)no3)CC2)cc1
  113, 1.6
> CN1CCC(=NNC(=O)CSCc2ccccc2)CC1
  106, 0.8
> OC1(c2ccc(F)cc2)CC2CCC(C1)N2Cc1nnnn1Cc1ccco1 (stereo not given)
  101, -0.6
> Cn1c(C(C#N)(CC(=O)N2CCCC2)CC(=O)N2CCCC2)nc2ccccc21
  100, -0.1
> Cc1nc(-n2cccc2)sc1C(=O)NCc1ccc(F)cc1
  102, 0
> Cc1ncc(CO)c2cc(C(N)=S)c(=Nc3ccc(NC(=O)c4ccco4)cc3)oc12
  103, 0.4
> CC1C(=O)CCC2C(C)(COc3ccc4ccc(=O)oc4c3)CCCC12C (stereo not given)
  105, 0.1
> O=C(Nc1ccc2nc3n(c(=O)c2c1)CCCCC3)c1cccc(C(F)(F)F)c1
  109, 0.8
> CCOC(=O)Nc1sccc1C(N)=O
  100, -0.6
> O=C(COC(=O)c1cccnc1Cl)Nc1ccccc1C(F)(F)F
  99, -1
> CC(=O)c1ccc(N2CCN(c3ccc4cc(S(=O)(=O)N5CCCCC5)ccc4n3)CC2)cc1
  105, -0.3
> CSc1ncccc1C(=O)Nc1ccccc1N1CCOCC1
  102, -0.4
> CCn1cc2nc(SCc3cccc(C)c3)n(CCc3ccccc3)c(=O)c2n1
  114, 1.5
> O=C1c2ccccc2C(=O)N1CC#Cc1ccccc1
  98, -0.6
> CS(=O)(=O)CC[C@@H](C(=O)NCCc1ccccc1)N1Cc2ccccc2C1=O
  105, 0
> CCn1c(CN2CCN(c3cccc(Cl)c3)CC2)nc2c1c(=O)[nH]c(=O)n2C
  104, -0.2
> CC(=O)N1CCCc2cc(S(=O)(=O)N3CCCC(C(=O)NCc4ccccc4Cl)C3)ccc21 (stereo not given)
  109, 0.4

# (continued)
# Every second line gives: Polio RdRp inh, Polio RdRp inh FP z-score
> CC(C)CN(CC(C)C)C(=O)C1CCCCC1C(=O)O (stereo not given)
  102, 0.3
> CCOCCCNC(=O)N1CCN(S(=O)(=O)c2ccc3c(ccn3C)c2)CC1
  109, 0.6
> COCC(=O)N1CCCc2ccccc21
  101, 0.3
> CCOC(=O)N1CCC(NC(=O)/C=C/C(=O)O)CC1
  102, 0.4
> Cc1ccc(C)c(NC(=O)CSc2nnc(NC(=O)Nc3ccccc3)s2)c1
  112, 1.5
> CSc1nc2n(n1)C(C(C)C)C(C(=O)Nc1ccc(Cl)cc1)=C(C)N2 (stereo not given)
  102, 0.4
> Cc1cc(C(C)(C)C)cc(C)c1CC1=NCCN1
  103&100, 0.9&0.1
> Cc1cccc(Nc2nc3ccccc3c3nncn23)c1
  102, 0.2
> O=C(O)c1c(CNCc2cccc(F)c2)c2ccccc2n1Cc1ccccc1
  104, 0.2
> Cc1cc2ccc(=O)oc2cc1OC[C@@H](O)C(C)(C)O
  101, -0.1
> Cc1ccc(CSCC(=O)N2CCN(c3ccccc3F)CC2)cc1
  106, -1.1
> Cc1nonc1NCc1ccc(N(C)C)cc1
  104, 1.1
> N#CC(C#N)=Cc1ccsc1
  91, -1.5
> CC(=O)N1CCc2cc(CNC(=O)c3ccccc3Br)ccc21
  111, 1.1
> CCOCCCn1c(=S)[nH]c2cc(C(=O)N3CCN(c4ccccc4)CC3)ccc2c1=O
  101, 0
> CN(C)c1ccc(/C=C/C=N/n2cnnc2)cc1
  122, 5.8
> COc1ccc(CNC(=O)c2cnc3sc4cc(OC)ccc4n3c2=O)cc1
  111, 0.2
> CCOc1ccc(-c2cc(C(=O)NCCc3ccc(OC)c(OC)c3)[nH]n2)cc1
  107, -0.1
> CCCCC1CCC(C(=O)ON2C(=O)c3cccc4cccc(c34)C2=O)CC1 (stereo not given)
  100, -0.1
> COc1ccc2c(Cl)c(C(=O)NN=C3CCN(C)CC3)sc2c1
  100, -0.4
> COc1ccc(NCc2cc3cc4c(cc3n(CC(=O)Nc3ccc(F)cc3)c2=O)OCCO4)cc1
  108, 0.5
> COc1ccc(-c2cc(C(=O)NCC(=O)O)c(C)o2)cc1OC
  107, 1.6
> NCCC(=O)NCCc1cnc[nH]1
  100, 0
> CCCCC(C(=O)N1CCCCC1)N1C(=O)c2ccccc2C1=O (stereo not given)
  103, 0.4

# Whole records, quoted from the list.
# Listed for CCCCC(C(=O)N1CCCCC1)N1C(=O)c2ccccc2C1=O (stereo not given) → Polio RdRp inh = 103; Polio RdRp inh FP z-score = 0.4
# Listed for NCCC(=O)NCCc1cnc[nH]1 → Polio RdRp inh = 100; Polio RdRp inh FP z-score = 0

# Only part of the results is shown, so the mix of outcomes need not match the whole.
